From PubChem BioAssay
FadD28 FP inh: M. tuberculosis FadD28 bisubstrate binding inhibition | FadD28 bisubstrate probe binding, fluorescence polarization | inhibition, % at 12.5 µM | hit rate 0.22% among 360,000 | AID 588549; in the data active = inhibition above about 8.5%, passing the limit was not always enough; inconclusive = no clear call, values can overlap the other calls
PrPC TRFRET: reduces human prion protein on the cell surface. P04156. cell surface PrPC, TR-FRET read-out. inhibition, % at 13.8 µM. hit rate 0.43% among 370,000; in the data active = inhibition above about 24%; also: 0% = median of the test wells and 100% = reference compound wells
BoNT-F LC inh: BoNT F light chain protease inhibition. AID 588497. inhibition, % at 10 µM. hit rate 0.22% among 360,000. Multiplex microsphere protease cleavage assay, flow cytometry; in the data active = inhibition above about 35%, passing the limit was not always enough; inconclusive = no clear call, values can overlap the other calls; also: plate controls were buffer without enzyme for full effect and enzyme alone for no effect
Yp Topo-I inh: inhibitors of Yersinia pestis topoisomerase I. Y. pestis Topo-I cleavage product accumulation, plate reader. activity, % at 10 µM. hit rate 0.064% among 360,000. AID 504884; in the data active = activity above about 50%, passing the limit was not always enough; inconclusive = no clear call, values can overlap the other calls; also: inactives centre near 2
Anthrax LF prot: anthrax lethal factor protease inhibition. multiplex microsphere protease cleavage assay, LF. inhibition, % at 10 µM. AID 588501. P15917. hit rate 0.12% among 360,000; also: plate controls were buffer without enzyme for full effect and enzyme alone for no effect
Target sequence (P15917 whole entry, looked up): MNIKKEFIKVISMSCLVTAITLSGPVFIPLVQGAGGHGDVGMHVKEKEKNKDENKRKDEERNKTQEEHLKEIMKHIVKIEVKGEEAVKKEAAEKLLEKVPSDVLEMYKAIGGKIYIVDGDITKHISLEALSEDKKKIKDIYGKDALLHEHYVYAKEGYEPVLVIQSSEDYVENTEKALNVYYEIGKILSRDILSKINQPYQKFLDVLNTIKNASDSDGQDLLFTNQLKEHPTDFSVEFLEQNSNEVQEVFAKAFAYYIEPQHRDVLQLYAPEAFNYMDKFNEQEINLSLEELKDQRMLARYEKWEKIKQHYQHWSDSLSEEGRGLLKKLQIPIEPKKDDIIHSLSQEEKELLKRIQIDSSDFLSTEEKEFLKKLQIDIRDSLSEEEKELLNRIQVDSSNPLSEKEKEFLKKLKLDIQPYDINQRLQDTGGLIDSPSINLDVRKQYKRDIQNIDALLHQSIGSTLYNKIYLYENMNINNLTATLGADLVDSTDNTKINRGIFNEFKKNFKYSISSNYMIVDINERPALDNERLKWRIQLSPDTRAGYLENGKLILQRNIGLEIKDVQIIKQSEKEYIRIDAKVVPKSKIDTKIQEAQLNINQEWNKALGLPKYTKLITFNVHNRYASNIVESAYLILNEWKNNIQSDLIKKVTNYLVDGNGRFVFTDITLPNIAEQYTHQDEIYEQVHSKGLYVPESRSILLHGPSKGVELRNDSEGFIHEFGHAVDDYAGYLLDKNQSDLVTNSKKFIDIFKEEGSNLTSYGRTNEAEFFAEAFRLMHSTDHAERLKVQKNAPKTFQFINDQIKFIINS
CCHFV vOTU inh: blocks the CCHF virus ovarian tumor domain protease | CCHFV vOTU protease, Pep-AMC fluorescence | hit rate 0.55% among 370,000 | inhibition, % at 11.5 µM; in the data active = inhibition above about 30%; also: 0% = vehicle wells with enzyme and 100% = no enzyme wells
BoNT-A LC inh2: inhibitors of Botulinum neurotoxin A light chain protease. multiplex microsphere protease substrate cleavage, flow cytometry. inhibition, % at 10 µM. hit rate 0.17% among 360,000; also: plate controls were buffer without enzyme for full effect and enzyme alone for no effect
TcdB GH inh: blocks C. difficile toxin B glycohydrolase activity | inhibition, % at 9.99 µM | P18177 | TcdB glycohydrolase enzymatic assay, plate reader | hit rate 0.24% among 350,000; in the data active = inhibition above about 10%
PfHsp40 yeast: compounds rescuing yeast from Plasmodium falciparum HSP40 toxicity; hit rate 0.68% among 340,000; AID 504582; S. cerevisiae expressing PfHsp40, growth rescue, ATP luminescence; growth rescue, % at 12.5 µM; in the data active = growth rescue above about 28%, passing the limit was not always enough; inconclusive = no clear call, values can overlap the other calls;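 also: yeast W303a lacking pdr1 and pdr3 grown in galactose medium; growth measured after three days at 30 °C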
The depositor's hits bear a star; ? = inconclusive; . = no result given. Rule as the data show it, unless noted: active = inhibition above about 30%; inconclusive = no clear call, values can overlap the other calls; inactive = below that.

SMILES	FadD28 FP inh	PrPC TRFRET	BoNT-F LC inh	Yp Topo-I inh	Anthrax LF prot	CCHFV vOTU inh	BoNT-A LC inh2	TcdB GH inh	PfHsp40 yeast
CCC(C)NC(=O)[C@@H]1CCCN1C(=O)C1CCN(S(=O)(=O)c2ccc(C)cc2)CC1 (some centres not stated)	-0.1	3	-1	-2	-2	1	-2.5	0.2	-0.9
O=C(Nc1cccnc1)c1ccc(NC(=O)c2ccco2)cc1	-0.8	0	4	0	0	1	0.4	.	1.2
COc1ccc(CCN)cc1OC	-0.2	-2	1	0	-4	-1	-0.2	2.6	-0.5
COc1ccc(NC(=O)CCn2c(=S)[nH]c3ccccc3c2=O)cc1	0.0	4	-3	18	-6	8	-2.1	0.1	0.0
Fc1ccc2c(c1)C(c1ccncc1)=NNC(c1ccc(Cl)cc1)=N2	-1.3	-4	2	2	3	1	1.9	.	-0.9
Cc1ccc(CNc2nc3ccc(C)cc3n3cnnc23)cc1	-1.0	5	0	8	-1	-6	-0.2	0.7	-0.2
CN(Cc1ccccc1)C(=O)c1nn2cccnc2c1Cl	-1.3	-5	-5	-2	2	-1	-0.5	0.2	-1.0
COc1ccc(OC)c(N/C=C/C(=O)c2ccc(OC)c(OC)c2)c1	-0.6	-7	.	-6	.	7	.	1.0	-0.6
NC(=O)CSc1nc(-c2ccccc2Cl)ns1	-1.4	-3	-8	-11	0	0	-1.6	.	-0.9
CCOCc1nnc(NC(=O)C2CCN(C(=O)C3CC(=O)N(c4ccc(C)cc4)C3)CC2)s1 (configuration not stated)	-1.0	-1	-3	9	-2	-3	-1.3	1.1	-0.5
CCn1c(SCC(=O)NCc2ccc3c(c2)OCO3)nnc1-c1ccco1	-1.9	-2	-1	1	-3	0	-0.3	-0.9	1.1
Cc1ccc(NC(=O)COC(=O)c2cc(Cl)cc(Cl)c2)c(Br)c1	-2.8	4	-6	3	-1	-8	-0.1	.	0.7
O=C(Nc1ccc(Cl)c(C(F)(F)F)c1)[C@@H]1CC=C[C@@H]2CCN(C3CCCCC3)C(=O)[C@@H]21	-0.6	-2	2	-6	4	2	-0.5	-0.1	-0.6
Cc1cc(C(=O)CSc2n[nH]c(N)n2)c(C)n1-c1ccc(F)cc1	-1.1	11	-3	-4	-3	-2	?	.	0.8
O=c1c2ccccc2nc2n1CCc1ccc(Br)cc1-2	-0.3	-29	-2	.	-4	10	0.1	0.9	.
O=C1C(=O)c2cccnc2-c2ncccc21	?	31*	-7	.	0	111*	-0.9	-3.3	.
Cn1c(=O)oc2cc(S(=O)(=O)NCCC(=O)N3CC=C(c4ccccc4)CC3)ccc21	-2.5	4	-3	5	-2	-2	0.4	.	0.4
CN(CC(=O)Nc1ccc(F)cc1)C(=O)c1ccncc1	-11	2	-6	-2	-2	-6	-2.7	0.5	1.8
Cc1onc(-c2c(F)cccc2Cl)c1C(=O)NCCCN1CCOCC1	-6.2	.	1	-5	2	.	?	0.4	0.7
CCOC(=O)C(CCCOc1cccc(OC)c1)C(=O)OCC	0.2	2	-1	10	-4	1	-0.5	.	0.0
O=C(Cn1cnc2c(cnn2-c2ccccc2)c1=O)N1CCOCC1	-1.3	-4	-3	-1	-5	-7	0.0	0.7	0.6
O=C(CN1CCOCC1)N1CCN(c2ccc([N+](=O)[O-])cc2)CC1	-2.2	-25	-4	2	-1	10	0.0	0.1	-0.2
COc1ccccc1-n1cc2ccc([N+](=O)[O-])cc2n1	-0.7	-22	-4	-2	-10	-1	0.1	0.1	-0.3
O=C(CCCn1c(=O)[nH]c2ccsc2c1=O)Nc1ccc(F)cc1	-1.7	.	-5	-4	-4	.	-1.1	0.9	-1.6
CCNC(=O)c1cc2ccccc2o1	-3.6	-5	9	1	0	-9	0.9	.	-1.5
Cc1cnc(C(=O)NCc2ccc(Cl)cc2Cl)cn1	-2.6	4	4	-5	4	0	-0.1	0.5	-0.3
CCOC(=O)CNC(=O)CSc1nc(NCc2ccccc2)nc(N(C)C)n1	-5.3	-1	0	3	2	6	-0.1	.	0.4
CCOC(=O)C1=C(N)N2C(=O)C(C)SC2=C(C(=O)OC)C1c1ccccc1OC (configuration not stated)	-2.4	15	-2	10	-3	-1	-0.8	.	0.9
COc1ccc(NC(=O)COC(=O)C2CCN(S(=O)(=O)c3cccs3)CC2)cc1OC	0.5	7	-7	3	6	11	-0.5	0.9	0.2
COc1cc2[nH]c(C(=O)N3CCc4ccccc43)cc2c(OC)c1OC	0.5	-2	-21	9	-15	5	0.2	2.2	3.2
O=C(CN1CCN(C(=O)c2ccccc2F)CC1)Nc1ccc(Br)cc1	-4.4	-3	-7	5	-4	2	-0.5	.	0.0
COc1ccccc1CNC(=O)C1(NC(=O)Nc2ccc(C)cc2)CCCCC1	-1.2	-6	-2	8	5	12	0.6	2.0	1.2
Cc1ccc(NC(=O)NN2CCN(C)CC2)cc1C	.	-1	2	0	0	4	1.5	2.4	-0.8
Cc1cnc(C(=O)Nc2ccc(C)c(S(=O)(=O)N(C)C)c2)cn1	-0.3	6	7	2	1	10	1.5	-0.1	-0.1
Cc1nn(CCCC(=O)NCCCN2CCN(C)CC2)c(=O)c2c1sc1ccccc12	-1.0	0	-9	2	-1	11	-2.2	0.2	-1.2
O=C(COc1ccc(S(=O)(=O)N2CCOCC2)cc1)N1CCN(Cc2ccc3c(c2)OCO3)CC1	-1.0	6	2	23	-1	-1	0.5	.	-1.5
COc1ccc(CNc2nc3nc(C)c(Cl)c(=O)n3[nH]2)cc1	-1.7	-1	-4	1	-2	-13	0.0	-1.0	-1.3
C=CCSc1nnc2nc3c(nn12)c1cc(C)ccc1n3CC=C	?	-30	24	-8	-1	6	1.8	.	0.6
CCCC[n+]1c2ccccc2cc2ccccc21	-5.7	-9	?	-12	-10	-24	-0.3	0.1	3.4
Cc1cc(=O)n2c(n1)NC(=NCc1ccccc1)NC2c1ccccc1 (configuration not stated)	-3.3	9	.	2	.	8	.	1.6	.
Cc1ccc(S(=O)(=O)NOCc2ccccc2)cc1	-1.0	-4	-6	2	-9	13	-0.8	0.7	-0.3
COc1ccc(N2CCN(C(=O)COC(=O)COc3cc(C)cc(C)c3)CC2)cc1	-2.1	-4	?	29	-3	17	1.3	2.2	0.5
CC(C)c1ccc(NC(=O)CN2C(=O)NC3(CCCCCCC3)C2=O)cc1	5.8	-3	-1	-1	-5	7	-0.2	1.3	2.4
COc1ccc(C2C(C(C)=O)=C(O)C(=O)N2c2nccs2)cc1 (configuration not stated)	-2.8	-1	1	-3	-2	11	-0.1	.	-0.6
CCCCC(c1nnnn1CC1CCCO1)N1CCN(c2nc3ccccc3s2)CC1 (configuration not stated)	-1.6	-3	-19	0	-3	1	0.0	.	-0.3
NC(=O)CSC1=Nc2ccccc2C2=NC(CCC(=O)NCc3ccc(F)cc3)C(=O)N12 (configuration not stated)	4.6	6	-18	4	-3	-12	0.4	.	-0.5
COc1ccc(OC)c(N(CC(=O)NCc2ccccn2)S(C)(=O)=O)c1	-0.1	0	-7	5	-3	-16	0.0	.	-0.2
COC(=O)c1ccc(=O)n(-c2ccc(OC)cc2)c1	-0.7	0	1	-2	-2	6	-0.1	.	0.2
CCOc1ccc(C(=O)NC2CCN(CC(=O)NCc3cccs3)CC2)cc1	1.0	-5	0	1	-2	-2	-0.2	-0.3	-0.4
O=C(CNC(=O)c1cccs1)N/N=C/c1ccco1	-0.8	8	3	3	-8	0	-0.2	-0.3	-1.9
COc1ccc(OC)c(NC(=O)c2c(NC(=O)CNCc3ccco3)sc3c2CCC3)c1	-1.7	3	-5	-5	2	2	-0.3	.	-1.2
CCCNC(=O)C1(C)CCN(C(=O)c2cc(C(C)(C)C)nn2C)C1 (configuration not stated)	-4.0	-4	-6	4	-2	-3	-0.1	1.5	.
COc1ccc(NS(=O)(=O)c2ccc(C)c(C(=O)NNC(=O)c3ccccc3O)c2)cc1	-0.9	-4	11	-10	1	23	1.0	1.2	0.6
CC1(C)CC(=O)C=C(c2ccc(-c3ccc(S(C)(=O)=O)cc3)cc2)C1=O	-3.3	6	-4	14	-3	6	0.4	-0.3	.
COC(=O)C1=C(c2c(C)noc2C)C[C@@H]2CC[C@H]1N2C(=O)NCCOc1ccccc1Cl	-0.2	3	-5	6	8	-12	0.3	1.0	0.4
CCCn1c(SCC(=O)NCCc2ccccc2)nnc1C(C)C	0.9	4	-6	3	-1	-12	-0.5	-1.5	-0.2
O=C(NCc1ccccc1)c1cc(C2COCCN2C(=O)CCc2ccccc2)on1 (configuration not stated)	0.2	5	-3	13	0	2	-0.2	-0.3	.
O=C(C[n+]1cccc2ccccc21)c1ccc([N+](=O)[O-])cc1	0.4	-23	-28	11	-15	1	1.5	2.5	-0.6
COc1ccc(OC)c(CN2CCN(C(=O)c3cccc4ccccc34)CC2)c1	1.7	0	10	16	-7	-5	0.4	-1.9	1.4
CC(C)Cn1c(N)c(C(=O)COC(=O)CC23CC4CC(CC(C4)C2)C3)c(=O)n(C)c1=O	-2.2	15	4	7	-5	2	0.2	.	-2.0

Pulled one by one from the list above:
SMILES	FadD28 FP inh	PrPC TRFRET	BoNT-F LC inh	Yp Topo-I inh	Anthrax LF prot	CCHFV vOTU inh	BoNT-A LC inh2	TcdB GH inh	PfHsp40 yeast
CCCn1c(SCC(=O)NCCc2ccccc2)nnc1C(C)C	0.9	4	-6	3	-1	-12	-0.5	-1.5	-0.2
O=C(CNC(=O)c1cccs1)N/N=C/c1ccco1	-0.8	8	3	3	-8	0	-0.2	-0.3	-1.9
COC(=O)c1ccc(=O)n(-c2ccc(OC)cc2)c1	-0.7	0	1	-2	-2	6	-0.1	.	0.2
O=C(NCc1ccccc1)c1cc(C2COCCN2C(=O)CCc2ccccc2)on1 (configuration not stated)	0.2	5	-3	13	0	2	-0.2	-0.3	.

New compounds follow.
SMILES	FadD28 FP inh	PrPC TRFRET	BoNT-F LC inh	Yp Topo-I inh	Anthrax LF prot	CCHFV vOTU inh	BoNT-A LC inh2	TcdB GH inh	PfHsp40 yeast
O=C(CCl)c1cc2c3c(c1)CC(=O)N3CCC2	-3.2	-2	5	-8	-1	8	2.1	-0.8	1.2
CCCS(=O)(=O)NC(=O)C1(C)CCCN(C(=O)c2ccc(C(F)(F)F)nc2C)C1 (configuration not stated)	-0.8	-9	1	0	-2	16	-0.4	1.3	.
CC(NCCC1(C(C)C)CCOC(C)(C)C1)c1cccs1 (configuration not stated)	1.3	-1	?	1	1	4	?	1.3	-0.1
Cc1ccc(S(=O)(=O)NC(=O)Nc2nnc(C3CC3)s2)cc1	-3.1	-1	-23	7	-4	-3	-1.8	.	-0.3
CCC(NC(=O)c1ccc([N+](=O)[O-])cc1[N+](=O)[O-])c1ccccc1 (configuration not stated)	-1.5	-47	-11	13	2	11	-0.5	.	-0.9
CCCCCN(C(=O)CCC(=O)OCCOc1ccc(OC)cc1)c1c(N)n(CCCC)c(=O)[nH]c1=O	-3.8	.	-1	20	2	.	0.3	.	-2.1
Cc1ccnc(NC(=O)c2ccc(Cl)c(S(=O)(=O)N3CCCC3)c2)c1	1.4	1	-5	8	0	3	-1.5	2.8	-1.1
Oc1ccc2ccccc2c1N=Nc1ccc(F)cc1	-3.6	3	-2	2	-1	-4	-1.5	0.0	-0.7
CC1CCCC(NC(=O)c2ccc(COc3ccccc3)o2)C1C (configuration not stated)	-3.4	2	-6	25	-3	3	-0.8	0.7	0.9
Cc1ccc(S(=O)(=O)Cn2nnnc2C(C(C)C)N2CCSCC2)cc1 (configuration not stated)	-1.4	7	-12	-4	-1	1	-1.1	1.6	0.6
O=C(O)/C=C\C(=O)Nc1ccc(OC(F)F)cc1	2.2	2	-3	12	1	2	-2.0	0.7	-0.3
CCc1sc(-c2c(C#N)c(N)nc3c2CCCCCC3)cc1[N+](=O)[O-]	-0.5	2	-2	13	-3	5	-0.7	.	-2.1
COc1ccc(OC)c(C(=O)COC(=O)c2ccc([N+](=O)[O-])o2)c1	-0.6	-23	-12	-5	-1	12	-0.4	0.6	0.0
CC1=C(C(=O)Nc2ccccc2)C(c2ccc(Cl)cc2)n2c(s/c(=C/c3cccc(OCC(=O)O)c3)c2=O)=N1 (configuration not stated)	-19	4	-6	-1	-8	17	-1.0	0.9	2.0
COCCN(CCOC)S(=O)(=O)c1ccc(Cl)nc1	0.1	3	3	13	-3	3	0.0	0.2	-1.5
